Source: PubChem (National Center for Advancing Translational Sciences (NCATS))
EPAC2 ag: agonists of human EPAC2 (RAPGEF4) | Q8WZA2 | EPAC2 activation, biochemical qHTS; response scale: 100% = 6.5 mM cAMP response | Potency, µM (highest dose often 154 µM), for the others: top-dose activation, hits mostly activators | 360,000 tested, 0.079% active | AID 720711; also: potency is read from the fitted curve at half-maximal effect; nearly all actives have a fitted effect of over 50% in size
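Compounds were added across a concentration range to EPAC2 (100 nM), RAP1B-BODIPY-GDP (250 nM) and GDP (50 uM). After 5 min at room temperature, fluorescence was recorded at 5-min intervals for 30 min.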
CCT modulator: changes cytosolic chaperonin activity. 360,000 tested, 0.3% active. purified chaperonin ATPase assay, HTRF ADP detection, 30 min. activity change, % (no concentration beside the values), hits read low; in the data active = activity change below about -30%; also: % is scaled to controls: 0 for no effect and ±100 for the full control effect
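Nucleotide hydrolysis assay: TRiC at 20–40 nM final (set by batch activity) with 10 uM ATP, 30 min at 37 °C, in presence of 76 uM compound. Detection by competitive ADP HTRF, 30 min ambient.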
D3 antag: D3 dopamine receptor (human) antagonism; D3R cells, DiscoveRx beta-arrestin luminescence, antagonist mode; active compounds read low; P35462; 360,000 tested, 2.5% active; max response, negative = inhibition, %; in the data active = max response below about -50%; inconclusive = no clear call, values can overlap the other calls; also: % is scaled to controls: 0 for no effect and ±100 for the full control effect; mostly tested at two doses, the higher about 12 µM
Target sequence (P35462 whole entry, looked up): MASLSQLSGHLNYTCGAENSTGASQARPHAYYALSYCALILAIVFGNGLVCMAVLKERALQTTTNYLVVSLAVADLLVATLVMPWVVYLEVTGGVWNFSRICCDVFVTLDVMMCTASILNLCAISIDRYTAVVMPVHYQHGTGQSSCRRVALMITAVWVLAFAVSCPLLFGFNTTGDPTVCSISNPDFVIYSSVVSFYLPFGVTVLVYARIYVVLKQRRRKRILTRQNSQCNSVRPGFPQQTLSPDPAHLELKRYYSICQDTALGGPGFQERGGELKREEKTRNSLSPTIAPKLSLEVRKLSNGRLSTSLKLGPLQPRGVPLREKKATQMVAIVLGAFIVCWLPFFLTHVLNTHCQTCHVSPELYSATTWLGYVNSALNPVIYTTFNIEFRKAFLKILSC
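Cells plated overnight at 1500 cells/well, then exposed to library compounds with dopamine controls for 90 minutes at 37 degrees C. DiscoveRx reagent added for 30–60 minutes at room temperature; luminescence read, quantitative HTS format.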
D3 ag: D3 dopamine receptor (human) agonism. P35462. D3R DiscoveRx beta-arrestin cells, luminescence, 90 min. max activation, %. 410,000 tested, 0.58% active. AID 652048; in the data active = max activation above about 30%; also: 0% is about no effect; mostly tested at two doses, the higher about 12 µM
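Agonist-mode cell screen: cells plated at 1500/well and incubated overnight at 37 °C, then exposed to library compounds for 90 min at 37 °C. Detection reagent was added for 30–60 min at room temperature, and luminescence was read.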
EPAC2 antagonist: antagonists of human EPAC2; Q8WZA2; EPAC2 GEF exchange of Rap1B-BODIPY-GDP, fluorescence; Potency, µM (series often up to 114 µM), for inactives: at the top dose activity, negative = inhibition, usual class: inhibitors; 360,000 tested, 0.18% active; AID 720708; also: potency is read from the fitted curve at half-maximal effect; % is scaled to controls: 0 for no effect and ±100 for the full control effect; nearly all actives have a fitted effect of over 45% in size; many of its hits are not listed in these tables
Mm-Cpn inhibitor: M. maripaludis TRiC chaperonin inhibition; purified Mm-Cpn ATPase, ADP Transcreener TR-FRET; Potency, µM (series often up to 76.9 µM), without a hit: at the top dose activity, negative = inhibition, hits mostly inhibitors; 330,000 tested, 0.031% active; AID 504842; also: potency is read from the fitted curve at half-maximal effect; % is scaled to controls: 0 for no effect and ±100 for the full control effect; nearly all actives have a fitted effect of over 80% in size
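Inhibition of chaperonin ATP hydrolysis is measured as reduced ADP production, detected by competitive TR-FRET in which signal falls with ADP. Final enzyme 25 nM and ATP 10 uM, reacted 30 min at 37°C.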
pAkt inh: blocks phosphorylation of Akt. Neuro2A IGF-stimulated pAkt S473 HTRF, 20 min; active compounds read low. activity change, % for hits at 50 µM. 360,000 tested, 0.32% active; in the data active = activity change below about -80%; inconclusive = mostly about -51% to -80%; also: % is scaled to controls: 0 for no effect and ±100 for the full control effect
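Single-point screen (50 µM final compound) in Neuro2A cells stimulated 20 min with 6 nM IGF at 37 deg C. After lysis, Ser473-phosphorylated Akt read by HTRF (ex 330 nm, em 615/665 nm) as the 665/615 ratio.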
PTHR1 ag: PTHR1 (human) receptor agonism. Q03431. HEK293 GP2 PTHR1 cells, GloSensor cAMP luminescence, 1 h. Potency, µM (series often up to 115 µM), for the others: top-dose activation, most hits filed as activators. 410,000 tested, 0.075% active. AID 743266; also: potency is read from the fitted curve at half-maximal effect; nearly all actives have a fitted effect of over 55% in size; some results filed as inactive show a strong effect at the top dose; inactives centre near -15; many of its hits are not listed in these tables
Target sequence (Q03431 whole entry, looked up): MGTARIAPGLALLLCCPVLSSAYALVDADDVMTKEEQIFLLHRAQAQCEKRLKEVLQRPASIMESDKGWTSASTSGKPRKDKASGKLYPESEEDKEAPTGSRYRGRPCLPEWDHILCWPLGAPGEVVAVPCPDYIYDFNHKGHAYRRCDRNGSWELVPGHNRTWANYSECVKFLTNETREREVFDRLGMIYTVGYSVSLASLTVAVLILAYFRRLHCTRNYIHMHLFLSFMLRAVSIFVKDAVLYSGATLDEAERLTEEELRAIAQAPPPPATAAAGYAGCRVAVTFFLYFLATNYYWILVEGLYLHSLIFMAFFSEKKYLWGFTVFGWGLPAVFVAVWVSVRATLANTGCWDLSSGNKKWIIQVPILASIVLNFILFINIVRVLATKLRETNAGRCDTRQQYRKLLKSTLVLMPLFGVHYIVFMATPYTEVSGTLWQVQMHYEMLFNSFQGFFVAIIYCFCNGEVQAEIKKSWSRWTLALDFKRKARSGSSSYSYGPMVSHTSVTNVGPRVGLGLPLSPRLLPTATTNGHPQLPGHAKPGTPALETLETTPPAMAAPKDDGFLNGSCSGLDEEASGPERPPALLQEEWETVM
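HEK-293-derived GP2 cells expressing PTHR1 and a GloSensor cAMP reporter, 3,000/well, plated overnight, given luciferin plus IBMX (each 0.5 mM as added) for 1 h at 37 °C, then compound for 1 h at 37 °C. Luminescence was read after 15 min at room temperature.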
* hit, by the source's call; i = inactive; ? = inconclusive; · = no result given; & = joins results of further samples; [ ] = dose if it differs, or a comment. Unless noted, calls follow the shape of the dose curve; as a rule, active = well fitted curve in the direction sought with a large enough effect; inconclusive = small, poorly fitted or top-dose-only effect, or another doubt; inactive = no such curve, though single readings can be large; an effect the other way counts as inactive or inconclusive. An excerpt, so the mix of outcomes need not match the whole.

SMILES	EPAC2 ag	CCT modulator	D3 antag	D3 ag	EPAC2 antagonist	Mm-Cpn inhibitor	pAkt inh	PTHR1 ag
COC(=O)c1cccc(NC(=O)c2cc3ccccc3o2)c1	13%	-6.2	-4	-11	-6%	-6%	i	-28%
COc1cccc(C(=O)Nc2ccc(N3CCN(S(C)(=O)=O)CC3)cc2)c1	0%	1.2	16	-6	-2%	-5%	i	i
c1ccc2c(c1)nnn2CNc1nccs1	-4%	1.4	14	0	-2%	-1%	i	i
COC(=O)CSc1nnc([C@H](Cc2ccccc2)NC(=O)OC(C)(C)C)o1	2%	-0.8	-7	4	6%	1%	i	-7%[57.5 µM]
COc1cc(/C=N/NC(=O)c2cccc([N+](=O)[O-])c2)ccc1OCc1ccccc1	4%	-3.4	9	-5	1%	4%	i	i
CCN(Cc1cnn(C)c1)C(=O)c1ccc2nc(Cc3ccccc3F)oc2c1	14%	0.8	0	-5	-1%	·	i	-6%
CCN(CC(=O)NC1CCS(=O)(=O)C1)C(=O)c1ccc(S(=O)(=O)N(CC)CC)cc1 (stereo not drawn)	9%	-0.7	-7	1	-3%	1%	i	i
O=C(O)c1cc(NC(=O)c2ccc3c(c2)C(=O)N(Cc2cccnc2)C3=O)cc(C(=O)O)c1	-2%	-3.7	-10	-7	5%	-1%	i	i
Cc1ccccc1Nc1nc(-c2sc(NC(=O)c3ccco3)nc2C)cs1	3%	-0.4	13	-7	3%	-7%	i	i
O=C(N1CCCC1)C12CC3CC(C1)CC(C(=O)N1CCCC1)(C3)C2	7%	-0.5	-2	-3	14%	-1%	i	-6%
Cc1ccc(Nc2nc3ccccc3o2)cc1F	0%	5.2	13	2	1%	0%	i	-12%
N#CCCN(C(=O)COC(=O)COc1ccc(Cl)cc1)c1ccccc1	9%	-0.3	4	4	1%	1%	i	i
CC(=O)NS(=O)(=O)c1ccc(NC(=O)C2c3ccccc3Oc3ccccc32)cc1	-2%	-1.2	7	-7	-3%	1%	i	i
O=C(Nc1cccc(NC(=O)c2ccccc2Cl)c1)c1ccc(F)cc1	8%	1.5	0	1	-16%	2%	i	-89%[inhibitor]
Cn1cccc1C(=O)NCC(c1ccc(F)cc1)N1CCOCC1 (stereo not drawn)	9%	-3.9	-18	-4	0%	1%	i	?
O=C1CCCCC1Sc1nnc(Nc2ccccc2)s1 (stereo not drawn)	-4%	1.9	4	3	-7%	-7%	i	-9%
COc1cccc(OC)c1C(=O)Nc1ccc2c(c1)OCCO2	-3%	-0.2	-8	3	11%	1%	i	i
CCOC(=O)C1(C)CCN1C(=O)c1cc(C)n(C(C)(C)C)n1 (stereo not drawn)	2%	-0.1	8	4	0%	·	i	i
NS(=O)(=O)c1ccc(CCNc2ccccc2[N+](=O)[O-])cc1	10%	-0.8	-12	-7	-11%	2%	i	-2%
CC(=O)N1c2ccc(S(=O)(=O)NCCC(=O)N(C)Cc3ccccc3)cc2CC1C (stereo not drawn)	-1%	-4.6	15	1&9	7%	-2%	i	-12%
O=C1C(=O)N(CCCn2ccnc2)C(c2ccc(Cl)cc2)/C1=C(\O)c1ccc2c(c1)OCCO2 (stereo not drawn)	12%	0.7	?	-8	8%	-7%	i	?
Cc1cccc(C)c1NC(=O)CNC(=O)c1ccc2c(c1)OCCO2	8%	-1.8	5	4	-11%	-4%	i	-16%
O=C(O)CC(C(=O)O)C(=Cc1ccccc1)c1ccccc1 (stereo not drawn)	-8%	-0.6	0	8	12%	·	i	i
NNC(=O)Cn1c(-c2ccccc2)cc2ccccc21	8%	-2.3	18	-2	3%	-7%	i	i
CC[C@@H](C)C(NC(=O)OC(C)(C)C)c1cn([C@@H](Cc2cc3ccccc3[nH]2)C(=O)N2CCN(C(=O)OC(C)(C)C)CC2)nn1 (stereo partly drawn)	-11%	-1.9	-14	-33	0%	·	i	i
COC(=O)c1ccccc1S(=O)(=O)N1CCC(C(=O)Nc2ccccc2N2CCOCC2)CC1	6%	1.3	-4	-1	4%	·	i	-2%
NC(=O)c1c(-c2cccs2)csc1N	6%	1.5	-54*	4	0%	-3%	i	i
NC(=S)Nc1ccc(S(=O)(=O)c2ccc(NC(N)=S)cc2)cc1	6%	-1.6	?	2	6%	-12%	i	i
Cn1c(=NCC(O)COc2ccccc2)sc2ccccc21 (stereo not drawn)	20%	-1.5	?	-24	10%	2%	i	i
O=C(NC1CCCCC1)C1CC(=O)N(c2ccc(Cl)cc2)C1 (stereo not drawn)	7%	0.4	-5	-5	1%	0%	i	-20%
CC(C)CNc1ncnc2c1sc1nc(N3CCOCC3)c3c(c12)CC(C)(C)OC3	-25%	-0.4	9	5	-2%	-21%	i	-6%[57.5 µM]
O=C(NCc1ccc2c(c1)CCO2)Nc1cccc(C(F)(F)F)c1	-7%	1.6	?	1	-13%	3%	i	-60%[inhibitor]
COC(=O)c1cc(S(=O)(=O)N2CCC(C)CC2)cn1C	-7%	-5.3	11	2	13%	-1%	i	-4%
Cc1nnsc1C(=O)N/N=C/c1ccc2ccccc2c1O	-1%	0.7	4	7	11%	-1%	i	-9%
Cc1cccn2c(=O)c3cc(C(=O)NC4CCCCC4)n(C)c3nc12	-9%	2.8	15	0	-9%	-2%	i	i
O=C(CSc1ccc2c(c1)OCCO2)NCC1CCCO1 (stereo not drawn)	1%	-5.2	-6	-3	0%	0%	i	-21%
c1ccc(OCc2noc(CN3CCC(C4CCCCC4)C3)n2)cc1 (stereo not drawn)	16%	0.2	-25	-6	-10%	-3%	i	-18%
CCOc1cc(/C=N/N=C(/N)c2nonc2N)cc(Br)c1OCc1ccc(Cl)cc1	-4%	-1.6	18	2	1%	-1%	i	-14%[57.5 µM]
O=C(CCC(=O)N(CC(=O)NC1CCCCC1)c1ccc2c(c1)OCO2)Nc1ccccn1	10%	1.0	-1	3	3%	-3%	i	8%[57.5 µM]
CC1CCCCN1C(=O)C(=O)c1cn(CC(=O)N2CCCCCC2)c2ccccc12 (stereo not drawn)	8%	-2.0	0	0	-5%	-14%	i	i
Cc1ccc2c(c1)C(O)(CC(=O)c1cccnc1)C(=O)N2 (stereo not drawn)	18%	-2.3	9	-5	-6%	2%	i	i
COc1ccc2ccccc2c1CNC(=O)CC1C(=O)NCCN1CC(C)C (stereo not drawn)	-1%	-1.0	-19	-8	0%	2%	i	i
O=C(NNC(=O)C1C2C=CC(C2)C1C(=O)O)c1ccccc1O (stereo not drawn)	-9%	0.8	4	0	0%	1%	i	-18%
COC(=O)c1ccc(/C=C2\SC(=S)N(CCCC(=O)NCCCN3CCOCC3)C2=O)cc1	-1%	1.1	-1	0	1%	0%	i	-25%
O=C(/C=C/c1cccc([N+](=O)[O-])c1)NCCN1CCOCC1	2%	2.2	-22	0	7%	1%	i	-10%[57.5 µM]
Nc1ccc2nc(-c3ccccc3)[nH]c2c1	0%	-0.9	11	1	-2%	-13%	i	-66%[inhibitor]
Cc1nnnn1-c1ccc(CC(=O)O)cc1	0%	-1.2	-5	5	?	-2%	i	i
CC(C)Cn1c(SCC(=O)N2CCc3ccccc3C2)nc2cc(Cl)ccc2c1=O	8%	0.8	7	1	-2%	2%	i	-10%
CC(OC(=O)c1cccs1)C(=O)Nc1nc(-c2ccccc2)cs1 (stereo not drawn)	15%	0.8	6	4	9%	0%	i	-6%
COc1ccc(C=CC(=O)c2ccc3cc(OC)c(OC)cc3c2)cc1OC	8%	-1.8	44	9	1%	·	i	-31%[inhibitor]
Cc1nn2c(=O)cc(CSc3ccccc3NC(=O)c3ccccc3)nc2s1	9%	0.1	-16	-1	1%	2%	i	7%
COc1ccccc1CC(=O)N1CCN(c2ccc([N+](=O)[O-])cc2)CC1	5%	-1.5	-7	5	2%	0%	i	-35%[inhibitor]
O=S1(=O)N=C(N=Nc2c(O)[nH]c3ccccc23)c2ccccc21	1%	1.4	-23	-2	-8%	-2%	i	-39%[inhibitor]
CCN(CC)S(=O)(=O)c1cccc2cccnc12	8%	1.3	19	5	-5%	0%	·	i
COc1ccc(N2CCN(C(=O)Cn3cnc4c3c(=O)n(C)c(=O)n4C)CC2)cc1	5%	-3.5	8	2	14%	2%	i	-19%
COc1ccc(NC(=O)C(NC(=O)c2ccccc2)C(C)C)cc1 (stereo not drawn)	6%	-1.8	10	9	-2%	-7%	i	i
N#Cc1cc(C(=O)c2cc(Br)ccc2O)cn(C2CCCCC2)c1=O	4%	0.1	11	-1	13%	-4%	i	-29%
COc1ccc(NC(=O)COC(=O)[C@@H]2CCCN2S(=O)(=O)c2ccccc2F)c(OC)c1	5%	3.7	-23	5	-8%	-4%	i	-18%
COc1ccc(Cl)cc1C(=O)OCC(=O)NC(=O)c1cccn1C	11%	-0.6	-16	-3	0%	-3%	i	-10%[57.5 µM]
CCn1c2c(c3cc(Br)ccc31)CCC/C2=N\O	18%	0.7	10	36*	-3%	·	i	i
Carrying on:
SMILES	EPAC2 ag	CCT modulator	D3 antag	D3 ag	EPAC2 antagonist	Mm-Cpn inhibitor	pAkt inh	PTHR1 ag
Cc1[nH]nc2c1C(C(C)c1ccccc1)C(C#N)=C(N)O2 (stereo not drawn)	9%	0.0	4	3	0%	-1%	i	0%
CN(c1ccc(OCC(=O)N2CCC(C(N)=O)CC2)cc1)S(=O)(=O)c1cccs1	4%	0.5	2	2	2%	0%	i	i
CC(C)(C)c1csc(NC(=O)c2cccnc2Cl)n1	3%	1.2	-5	2	-7%	·	i	i
COc1cc(OC)nc(NC(=O)CSc2nc3ccccc3[nH]2)n1	0%	-0.5	-9	-2	-1%	-1%	i	-6%[57.5 µM]
CCN1CCN(CC(O)COCCOc2ccc(Br)cc2)CC1 (stereo not drawn)	3%	-1.7	4	-6	13%	0%	i	-11%
c1ccc(Cn2c(-c3ccco3)nc3nc4ccccc4nc32)cc1	-8%	-0.9	-27	0	17%	-6%	i	-29%
CN(C)C(=O)c1cn(-c2ccccc2)nc1-c1cc2ccccc2o1	8%	-0.1	-16	18	-8%	-2%	i	-19%
CCC1=C(OC(=O)N(CC)CC)N2C(=O)OC(=NCC3CC3)[C@]2(C)[C@H]2C1=CC[C@H]1C(=O)N(CC)C(=O)[C@H]12	9%	-6.7	14	13	12%	4%	i	i
CCC(C)(C)n1nnnc1C(c1ccc(OC)c(OC)c1)N1CCN(c2ccccc2)CC1 (stereo not drawn)	-8%	-3.0	23	9	-5%	-4%	-105%*	i
